Bioassay records as filed in PubChem.
HCV NS3 hel inh – inhibitors of HCV NS3 helicase, primary screen, biochemical, Cy5 molecular beacon fluorescence | NS3 helicase DNA unwinding | hit rate 0.56% among 290,000 | inhibition, % at 10.9 µM | Hepatitis C virus NS3 helicase;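 active means inhibition above the mean of all tested compounds plus 3 SD, set per campaign, cut at about 35% in these data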;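 further: 0% = DMSO wells and 100% = thioflavine S control wells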
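Compound dosing – single dose, 10.9 µM nominal final, DMSO 0.8% final · System – NS3 helicase fragment of HCV · Buffer or medium – MOPS pH 6.5, MgCl2, DTT, Tween20, BSA · Signal – Cy5 beacon fluorescence read at start and 1 h · Also added – annealed dual-labelled DNA beacon duplex, ATP-started · Schedule – 1 h at 25 °C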
CRFBP-R2 block – antagonists of CRF-BP/CRF-R2 complex, primary screen, cell-based, HEK293, calcium dye fluorescence, uHTS; CRF-induced calcium fluorescence; inhibition, % at 11.8 µM; hit rate 0.59% among 350,000;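 active means inhibition of the ligand-induced calcium signal above about 50% at the single tested concentration, limit read from the data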
SUMO HTRF inh – inhibitors of in vitro SUMOylation cascade, primary screen, biochemical, HTRF, uHTS | SUMO-conjugating enzyme UBC9 (Homo sapiens), P63279 | hit rate 0.36% among 290,000 | inhibition, % at 35 µM | HTRF SUMOylation assay, SAE1/SAE2 + UBC9; in the data active means inhibition above about 50%, passing the limit was not always enough; further: strong numbers were not always called active
IDE inh – human IDE inhibitors in live cells, primary screen, fluorescence polarization, HEK cells, FAbetaB substrate; FAbetaB cleavage; inhibition, % at 5.59 µM; Insulin-degrading enzyme (Homo sapiens), P14735; hit rate 0.41% among 320,000;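 active means percent inhibition above the average of all tested compounds plus 3 SD, set per screening campaign, cut at about 16% in these data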;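 further: IDE supplied by intact live HEK cells; FP after avidin binding of uncleaved biotin substrate so inhibition keeps polarization high; 0% = DMSO wells and 100% = 60 µM reference IDE inhibitor Ii1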
Target sequence (P14735 whole entry, looked up): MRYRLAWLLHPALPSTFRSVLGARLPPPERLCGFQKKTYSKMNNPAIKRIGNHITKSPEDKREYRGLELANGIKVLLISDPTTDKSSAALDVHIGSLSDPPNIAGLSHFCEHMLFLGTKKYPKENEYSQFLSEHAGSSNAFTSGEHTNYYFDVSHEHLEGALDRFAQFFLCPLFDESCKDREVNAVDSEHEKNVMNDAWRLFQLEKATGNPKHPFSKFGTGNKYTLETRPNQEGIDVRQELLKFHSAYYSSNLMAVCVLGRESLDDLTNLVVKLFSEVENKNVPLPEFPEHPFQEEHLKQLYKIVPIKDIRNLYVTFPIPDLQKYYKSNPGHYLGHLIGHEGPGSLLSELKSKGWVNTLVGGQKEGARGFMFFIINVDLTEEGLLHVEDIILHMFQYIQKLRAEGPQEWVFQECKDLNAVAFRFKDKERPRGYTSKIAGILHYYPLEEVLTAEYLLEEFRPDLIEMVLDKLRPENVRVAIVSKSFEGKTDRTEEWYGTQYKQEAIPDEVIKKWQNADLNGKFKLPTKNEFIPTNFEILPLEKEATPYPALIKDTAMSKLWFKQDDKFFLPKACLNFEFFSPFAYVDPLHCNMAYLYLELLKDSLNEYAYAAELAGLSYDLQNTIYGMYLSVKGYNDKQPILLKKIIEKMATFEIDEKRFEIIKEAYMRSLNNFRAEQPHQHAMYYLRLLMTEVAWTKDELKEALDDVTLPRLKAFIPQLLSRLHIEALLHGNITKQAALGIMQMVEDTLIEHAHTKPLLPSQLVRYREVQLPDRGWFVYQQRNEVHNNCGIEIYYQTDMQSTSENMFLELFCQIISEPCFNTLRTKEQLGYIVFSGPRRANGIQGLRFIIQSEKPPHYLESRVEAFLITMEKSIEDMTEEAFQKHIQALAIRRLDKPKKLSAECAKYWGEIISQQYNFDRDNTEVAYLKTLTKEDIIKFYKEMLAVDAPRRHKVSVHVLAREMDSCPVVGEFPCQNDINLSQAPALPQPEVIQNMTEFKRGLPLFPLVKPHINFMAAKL
IDE cell activ – human IDE activators in live cells, primary screen, fluorescence polarization, HEK cells, FAbeta-B substrate | FAbeta-B cleavage; 0% vehicle, 100% cell-free pure enzyme wells | hit rate 0.073% among 340,000 | Insulin-degrading enzyme (Homo sapiens), P14735 | activation, % at 5.96 µM | AID 493087, 2011;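 active means activation above the mean of all tested compounds plus 3 SD, set per screening campaign, cut at about 17% in these data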
IMP-1 inh – IMP-1 metallo-beta-lactamase inhibitors, primary screen, biochemical, epi-absorbance readout, Pseudomonas aeruginosa enzyme | metallo-beta-lactamase IMP-1 (Pseudomonas aeruginosa) | purified IMP-1, nitrocefin hydrolysis, epi-absorbance fluorescence | inhibition, % at 5.6 µM | hit rate 0.45% among 290,000;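 active means inhibition above the mean plus 3 SD of all compounds in the same screening run, cut at about 4.5% in these data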;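 further: 0% = IMP-1 with DMSO and 100% = DMSO wells lacking enzyme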
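Assay system: purified IMP-1; Quantity: IMP-1 0.2 nM before substrate addition; Medium: HEPES buffer pH 7.1 with ZnSO4 and Brij 35; Incubation: 15 min enzyme–compound preincubation, then 25 min nitrocefin reaction, 25 °C; Signal: fluorescence quenching readout, ex 480/em 530 nm; Controls: DMSO with and without IMP-1; Repeats: singlicate testing.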
p-CIP stab down – p/CIP-EGFP fusion destabilizers, primary screen, fluorescence, F442A cells; decrease of EGFP signal, % at 10 µM; 16 h; Q05BA5; hit rate 0.01% among 290,000;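 active means EGFP signal decrease of at least 30% at 10 µM or well 3 SD below plate mean, unless failing retest; inactive means the rest, including hits failing retest or dose response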; further: some compounds called inactive have numbers as strong as hits; many of its hits are not listed in these tables
VIM-2 inh – VIM-2 metallo-beta-lactamase inhibitors, primary screen, biochemical, epi-absorbance readout, Pseudomonas aeruginosa enzyme; hit rate 0.89% among 290,000; AID 1527, 2009; purified VIM-2, nitrocefin hydrolysis, epi-absorbance fluorescence; inhibition, % at 5.6 µM;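 active means inhibition above the mean of all tested compounds plus 3 SD, cutoff set per screening run, cut at about 7.5% in these data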;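 further: red hydrolysis product quenches plate fluorescence so inhibitors raise well fluorescence; 0% = enzyme with DMSO and 100% = DMSO without enzyme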
GalR3 antagonist – GalR3 antagonists in HEK293 cells, primary screen, cell-based, fluorescence readout; Galanin receptor type 3 (Homo sapiens), O60755; inhibition, % at 3 µM; AID 651719, 2012; HEK293 GalR3-CNG cAMP membrane potential fluorescence; galR3 body fused to GalR1 C-terminus; hit rate 0.44% among 360,000;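 active means inhibition above the screen-wide average plus 3 SD, cut at about 13% in these data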;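 further: forskolin and galanin both at EC90 stimulate the cells; cAMP rise reported by CNG channel membrane potential dye signal; 0% = forskolin plus galanin with DMSO and 100% = forskolin alone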
Starred values were filed as active, the others as inactive; nt = no result given.

SMILES	HCV NS3 hel inh	CRFBP-R2 block	SUMO HTRF inh	IDE inh	IDE cell activ	IMP-1 inh	p-CIP stab down	VIM-2 inh	GalR3 antagonist
CCCCn1c(NS(=O)(=O)c2ccc(C)cc2)c(S(=O)(=O)c2ccccc2)c2nc3ccccc3nc21	38*	47	100*	-1	-2	-0.4	-3	1.0	-3
COC(=O)c1cc(-c2ccc(Cl)cc2)n[nH]1	-5	-52	1	4	7	-2.1	-4	-3.5	4
C=CCN(Cc1cccc(OC)c1OC)C(=O)Oc1ccccc1	nt	6	nt	0	1	nt	nt	nt	-5
Cc1cccc(CSCCNC(=O)CSCc2ccc([N+](=O)[O-])cc2)c1	-4	32	5	3	2	0.2	-10	1.2	-6
COc1ccc(C(O)C(CN2CCOCC2)c2ccccc2)cc1 (centres undefined)	6	7	-14	6	7	0.4	1	-4.2	-4
COc1ccc(C(=O)NC(C)CCc2ccccc2)c(OC)c1 (centres undefined)	0	18	-4	2	-2	-2.3	-13	-2.9	-8
CCOC(=O)C1CCN(Cc2ccc3ccccc3c2)CC1	4	3	8	nt	4	0.4	-4	-1.1	-3
CC(C)[C@H](NC(=O)C1CCN(S(=O)(=O)c2ccc(F)cc2)CC1)C(=O)NCc1ccco1	-9	-3	1	3	-3	2.9	5	-0.7	-7
CC(C)(C)c1csc(NC(=O)C2=COCCO2)n1	nt	13	nt	3	6	nt	nt	nt	-3
Cc1cccc(NC(=S)NCC(c2ccccc2)N(C)C)c1 (centres undefined)	-8	-17	3	-2	1	-4.8	15	-2.5	-1
Cc1ccc(C(=O)NCC(=O)OCc2nnc(-c3ccc([N+](=O)[O-])cc3)o2)s1	nt	15	nt	3	3	nt	nt	nt	-4
COc1ccc(C2=NOC(Cn3nc(-c4ccccc4)cc3C(=O)NCc3ccco3)C2)cc1 (centres undefined)	nt	9	nt	2	1	nt	nt	nt	-2
COCC1CCN(C(=O)CC2C(=O)NCCN2Cc2cccc(Oc3ccccc3)c2)CC1 (centres undefined)	-12	2	1	-3	6	-3.0	-3	-3.2	0
O=C(NNC(=O)c1ccccc1Br)c1ccc(Cl)c(Cl)c1	-4	-9	15	-1	3	-1.2	9	-3.0	-5
O=C(Cc1coc(-c2ccc(F)cc2)n1)N1CCOCC1	-2	-22	-6	2	-1	-0.2	0	0.5	-4
Cc1csc(NC(=O)CSc2nc(C)cs2)n1	3	6	-2	-1	2	2.7	-2	-1.2	-7
Cc1ccc(C(=O)NC2CCCc3ccccc32)cc1[N+](=O)[O-] (centres undefined)	1	23	12	-2	4	-1.0	-26	-2.2	-1
NC(=O)Cn1c(=O)n(CC(=O)N2CCCCC2)c(=O)c2sccc21	0	-5	20	-6	3	-2.9	-2	-0.7	-8
Cc1ccccc1C(=O)OCCN(C)Cc1ccccc1	7	5	-15	-2	3	-3.5	4	-3.0	-6
COc1cccc(C2SCC(=O)N2c2ccc(Br)cc2)c1OC (centres undefined)	-8	33	-10	6	-1	-1.6	1	-0.2	-10
Cc1ccc(SCC(=O)Nc2ccc(N3CCOCC3)cc2)cc1	-2	1	16	-3	-1	-3.1	2	-3.3	1
COc1ccc(NC(=O)CN(C)C(=O)c2ccc(NS(=O)(=O)c3ccc(F)cc3)cc2)cc1	nt	-11	nt	0	-1	nt	nt	nt	-2
CCC(=O)c1ccc(N2CCN(C(=O)COc3ccccc3F)CC2)c(F)c1	2	5	0	2	2	-3.2	1	0.2	-8
CC(=O)C1C(c2cccc([N+](=O)[O-])c2)C2C(C)=NN=C2CC1(C)O (centres undefined)	-1	-7	25	0	5	-2.8	-15	1.5	-2
Cc1ccc(NC(=O)C(C)N2C(=O)C3C4CC(C(Br)C4Br)C3C2=O)cc1 (centres undefined)	-12	-58	6	5	-3	-2.8	-6	-4.3	-7

The list goes on.
SMILES	HCV NS3 hel inh	CRFBP-R2 block	SUMO HTRF inh	IDE inh	IDE cell activ	IMP-1 inh	p-CIP stab down	VIM-2 inh	GalR3 antagonist
CCOc1cc(/C=C2\SC(=S)N(NC(=O)c3cccnc3)C2=O)ccc1O	5	3	0	41*	nt	-4.9	-33	-4.5	2
CCCSc1nc(N2CCOCC2)c2c(c1C#N)CCCC2	-13	6	19	6	2	-1.1	-10	-1.9	-3
Cc1cccnc1NC(=O)CCc1nnc2ccc(N3CCC4(CC3)OCCO4)nn12	-9	8	18	0	5	-1.1	1	0.6	4
O=C1Nc2ccccc2C(O)(C(=O)NCc2ccco2)N1c1ccccc1 (centres undefined)	5	-4	-5	7	4	-1.8	2	1.1	-7
CC(NC(=O)COC(=O)/C=C/c1cccc(F)c1)c1ccccc1 (centres undefined)	nt	3	nt	-2	0	nt	nt	nt	-4
CS(=O)(=O)N1CCN(c2ccccc2NC(=O)c2cc3ccccc3o2)CC1	-8	-9	5	4	0	-0.3	2	1.9	-10
CCOc1ccc(C2CC(c3ccc(F)cc3)n3ncnc3N2)cc1 (centres undefined)	0	8	20	1	7	-3.5	-2	-2.1	3
Cc1cc(C)c2c(n1)nn1c(N3CCN(c4ccccc4C)CC3)cc(C)nc21	-2	6	nt	-1	6	-4.4	nt	-6.0	8
COc1ccc(S(=O)(=O)Nc2ccc3c(c2)C(=O)N([C@H](C)CO)C[C@H](C)[C@@H](CN(C)S(=O)(=O)c2ccc(F)cc2)O3)cc1	nt	2	nt	-2	-4	nt	nt	nt	-2
O=C(O)CCc1ccc(-c2cccs2)n1Cc1ccco1	41*	10	15	3	2	0.3	4	2.0	-13
CC(C#N)(NC(=O)CN1CCN(S(=O)(=O)c2ccc(Br)cc2Cl)CC1)C1CC1 (centres undefined)	nt	4	nt	3	1	nt	nt	nt	-1
CC1(C(=O)N(CC(=O)NC2CCCC2)Cc2ccc(Cl)cc2)CC(=O)N=C2C=CC=CN21 (centres undefined)	0	6	0	0	5	-0.6	6	-0.2	-6
CCOC(=O)/C=C1\SCC(=O)N1CC(=O)Nc1ccc(C(C)C)cc1	1	13	4	3	-4	-2.8	8	-2.0	-1
Cc1ccc(S(=O)(=O)CCC(=O)OCC(=O)NC2CCS(=O)(=O)C2)cc1 (centres undefined)	nt	9	nt	-1	7	nt	nt	nt	-2
Cc1c(Cl)cccc1NC(=O)c1cc(-c2ccccc2O)n[nH]1	5	13	-12	-6	7	-3.8	-3	-3.7	-6
CCOc1ccc(OCC)c(NC(=O)C(NS(=O)(=O)c2ccc3c(c2)oc(=O)n3C)C(C)C)c1 (centres undefined)	1	15	8	6	0	-1.5	-7	-1.5	-1
CC1(C)NC(=O)N(CC(=O)N2CCN(S(=O)(=O)c3ccccc3F)CC2)C1=O	nt	-1	nt	-1	-2	nt	nt	nt	0
Cc1c(NC(=O)/C(C#N)=C/c2cccs2)c(=O)n(-c2ccccc2)n1C	2	5	11	3	-2	-3.4	-10	-0.7	-3
O=C(NC(Cc1ccccc1)C(=O)O)/C(=C\c1ccc(Cl)cc1)NC(=O)c1ccco1 (centres undefined)	12	10	0	3	4	-2.9	1	-2.8	-3
C(=N\Nc1nc2ccccc2[nH]1)/c1ccccn1	-1	-6	9	nt	-2	-3.3	5	-3.6	-5
COc1cc(S(=O)(=O)NC2CCCC2)c(OC)cc1C	7	-10	2	-2	1	0.2	-2	0.5	-3
O=C(c1ccc2nccnc2c1)N1CCN(c2ccccc2)CC1	4	11	12	7	0	-2.0	15	-1.1	1
O=C1CC(N2CCN(S(=O)(=O)c3ccc([N+](=O)[O-])cc3)CC2)C(=O)N1c1ccccc1F (centres undefined)	nt	-1	nt	-2	-5	nt	nt	nt	-4
CC(C)c1cc(-c2cc(C(=O)NCc3ccccc3)on2)nc(NC2CCCC2)n1	nt	-19	-2	0	4	nt	2	nt	-7
CC1=Nc2nc(N3CCCCC3)c(C#N)c3c4c(nc(c23)N1)N(c1ccc(C(C)C)cc1)C(=O)C4	30	36	60*	1	9	-1.3	-17	-1.2	-3

(cont.)
SMILES	HCV NS3 hel inh	CRFBP-R2 block	SUMO HTRF inh	IDE inh	IDE cell activ	IMP-1 inh	p-CIP stab down	VIM-2 inh	GalR3 antagonist
CN1CCN(S(=O)(=O)c2ccc(NCc3ccc4c(c3)OCO4)nc2)CC1	-5	-5	11	2	0	-2.9	-11	-2.7	-3
Cn1ccnc1CN1CCCCC1C(=O)Nc1ccc(Oc2cccnc2)cc1 (centres undefined)	8	3	-14	1	0	2.1	15	0.3	-3
O=C(Nc1ccc(Cl)cc1)[C@@H]1[C@@H]2C(=O)N(c3ccc(Cl)cc3)C(=O)[C@@H]2[C@H]2C=CC=NN21	22	7	26	-5	1	0.3	5	-1.8	0
CC(C)C(=O)NC(=S)Nc1nnn(C)n1	-4	-5	24	2	1	-5.2	-4	-2.4	-2
COc1cccc(-c2cc(C(F)(F)F)n3nc(C(=O)N4CCCCC4c4cccnc4)cc3n2)c1 (centres undefined)	-9	-3	11	3	-4	-0.4	-5	-0.5	-4
Cc1ccc(NC(=O)Nc2cnccn2)cc1	13	-1	0	-2	-4	0.6	0	1.9	-6
COc1ccc(CN(C)C(=O)[C@H](Cc2ccccc2)NC(=O)c2ccco2)c(OC)c1	nt	6	nt	-3	6	nt	nt	nt	-1
COc1cc(/C=N/NC(=O)CCN2CCN(c3ccccc3)CC2)cc(OC)c1OC	0	9	-9	2	-3	-4.0	-5	-1.1	0
O=C(NCc1cccnc1)c1cccc2c1C(=O)N(Cc1cccnc1)C2	1	-7	2	3	-1	-2.5	4	-1.7	-1
O=C1COc2ccc(C(=O)COC(=O)c3ccccc3Cl)cc2N1	nt	23	nt	4	6	nt	nt	nt	-6
Cc1ccc(/C=C/C(=O)OCC(=O)Nc2ccccc2Sc2ccccc2)cc1	6	-6	13	-1	3	-1.2	-15	-2.3	-4
Cc1ccc(NC(=S)Nc2ccc(Cl)c(Cl)c2)c(OC(F)F)c1	-20	22	6	-1	-5	-2.3	2	-0.1	4
Brc1ccc(-c2cn3ccccc3n2)cc1	11	13	18	6	-10	-1.0	1	-1.3	-6
COCC1CCN(C(=O)C2CCC(=O)N(CCc3ccc(Cl)cc3)C2)CC1 (centres undefined)	8	4	-3	3	-1	-4.7	8	-1.8	-5
O=C1Nc2cc(C(F)(F)F)ccc2N2CCCCC12 (centres undefined)	12	-2	-2	6	-5	-2.0	-4	-3.3	-9
O=c1[nH]c2ccccc2nc1Cc1ccccc1	2	-4	-3	0	7	0.3	-11	-2.1	-2
